# RGS4 inh – inhibitors of human RGS4; P49798; HEK293 M3R/RGS4 inducible, Fluo-4 calcium flux; hits give high values; triggered by carbachol at its EC20; B-score at 10 µM; hit rate 0.45% among 310,000;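 active = B-score, a plate-corrected calcium signal, over three deviations above library mean, with baseline fluorescence within five deviations of library mean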;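 also: RGS4 expression induced by doxycycline in cells with stable M3 receptor; B-score is computed from the integrated fluorescence ratio over baseline after carbachol; higher B-score means a larger calcium signal and so more RGS4 inhibition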
# MrgX1 PAM – human MrgX1 positive allosteric modulation, primary screen; Q96LB2; MrgX1-HEK293, Fluo-4 calcium flux, FDSS; hits give high values; B-score at 10 µM; hit rate 0.63% among 310,000;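 active = plate-corrected calcium response at least 3 library SD above typical, normal starting fluorescence, not activating the receptor alone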;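 also: compound read alongside a low EC10 to EC30 dose of BAM8-22 agonist; peak minus trough fluorescence over baseline measured at the second addition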
# Platelet DG rel – modulates dense granule release in human platelets | human platelet-rich plasma, SFLLRN dense granule ATP release, luminescence | inhibition, %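 (compounds screened at 7.5 µM in platelet-rich plasma)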 | hit rate 0.22% among 300,000;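 active = mean replicate score, as percent of positive control, at or above 50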
# MrgX1 antag – blocks BAM8-22 activation of human MrgX1 receptor. Q96LB2. MRGX1-HEK293 calcium flux, Fluo-4, BAM8-22 antagonism; hits give low values. B-score at 10 µM. hit rate 1.3% among 310,000;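 active = calcium-response B-score plate-corrected more than 3 library SD below zero, starting fluorescence within 5 deviations, no agonist response on first addition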;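 also: peak minus trough fluorescence over baseline after final BAM8-22 challenge near maximal dose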
# TRPC6 act – activates the mouse TRPC6 cation channel; Q61143; HEK293-TRPC6 membrane potential dye fluorescence; hits give high values; B-score at 10 µM; hit rate 0.13% among 310,000; AID 2550;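 active = B-score of the integrated fluorescence ratio above library mean plus 3 SD, and starting fluorescence ratio within library mean plus 5 SD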;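 also: higher score means more depolarization so channel activation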
# HIF activator – HIF pathway transcriptional activation; activation, % at 7.5 µM (by protocol); hit rate 0.32% among 300,000; U2OS HRE-luciferase reporter, luminescence; normalized: DMSO 0%, desferrioxamine 100%;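 active = mean activation of at least 10% of the iron chelator positive control signal, with at least half of replicates also reaching 10%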
# TRPC4 inh – blocks the mouse TRPC4 cation channel | hit rate 0.39% among 300,000 | Q9QUQ5 | B-score at 10 µM | AID 2247 | HEK293 TRPC4beta/mu-opioid, DAMGO-evoked Fluo4 calcium flux; hits give low values;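 active = B-score over 3 SD under the library average, no early fluorescence shift, positive overall ratio signal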
# Target sequence (Q9QUQ5 whole entry, looked up): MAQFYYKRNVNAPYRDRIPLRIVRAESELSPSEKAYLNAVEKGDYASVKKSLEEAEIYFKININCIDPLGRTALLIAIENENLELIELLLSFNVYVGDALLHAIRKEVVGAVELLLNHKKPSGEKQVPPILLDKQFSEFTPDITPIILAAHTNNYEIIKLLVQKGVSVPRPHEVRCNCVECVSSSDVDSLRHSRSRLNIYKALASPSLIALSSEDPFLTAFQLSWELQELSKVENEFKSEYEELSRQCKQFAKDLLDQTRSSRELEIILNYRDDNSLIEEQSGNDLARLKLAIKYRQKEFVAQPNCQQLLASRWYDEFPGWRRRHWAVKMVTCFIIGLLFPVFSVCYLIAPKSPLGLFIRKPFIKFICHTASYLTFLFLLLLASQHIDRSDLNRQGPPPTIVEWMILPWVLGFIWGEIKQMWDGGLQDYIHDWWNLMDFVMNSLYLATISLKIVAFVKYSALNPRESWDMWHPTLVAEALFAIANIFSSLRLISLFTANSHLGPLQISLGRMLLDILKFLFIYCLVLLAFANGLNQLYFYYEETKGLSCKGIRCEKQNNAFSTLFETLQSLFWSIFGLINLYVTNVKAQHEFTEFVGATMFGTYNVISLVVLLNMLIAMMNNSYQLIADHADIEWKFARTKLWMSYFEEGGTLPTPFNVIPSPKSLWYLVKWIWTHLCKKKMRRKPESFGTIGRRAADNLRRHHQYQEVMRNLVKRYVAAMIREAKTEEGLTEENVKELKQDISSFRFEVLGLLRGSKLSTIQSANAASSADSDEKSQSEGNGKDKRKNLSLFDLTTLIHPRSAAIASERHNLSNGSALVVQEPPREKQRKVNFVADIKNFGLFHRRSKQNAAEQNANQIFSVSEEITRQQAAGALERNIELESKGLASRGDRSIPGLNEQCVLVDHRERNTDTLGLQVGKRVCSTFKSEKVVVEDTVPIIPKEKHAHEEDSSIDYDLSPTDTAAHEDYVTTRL
#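 Material: HEK293 cells with stable TRPC4beta plus mu-opioid receptor expression; probe or stimulus: DAMGO in two steps, submaximal then maximal; technique: Fluo4 calcium fluorescence by kinetic imaging, 5 s 1 Hz baseline; measure: integrated fluorescence ratio relative to baseline, converted to per-well B score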
# RGS4 act – potentiators or activators of RGS4; HEK293 M3R/inducible RGS4, carbachol calcium flux Fluo4; hits give low values; B-score at 10 µM; hit rate 0.92% among 310,000; AID 463111;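 active = B-score of the integrated calcium signal more than 4 SD below the library mean, with starting fluorescence not abnormally high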;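 also: negative B-score means reduced calcium response which marks RGS4 activation or potentiation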
#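 Material: Inducible-RGS4 HEK293 cells carrying M3 receptor; also added: carbachol at ECmax as muscarinic agonist stimulus; incubation: compound preincubation 20 min at room temperature before agonist; signal: Fluo4-AM (2 µM) calcium-flux fluorescence, kinetic read; measure: integrated calcium ratio converted to B score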
# SKKanGAS inh – SKKanGAS growth inhibition; hit rate 1.3% among 300,000; S. pyogenes SKKanGAS, kanamycin growth, BacTiter-Glo, 6 h; AID 1662; inhibition, % at 7.5 µM;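 active = mean replicate score, as percent of positive control median, at least 50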;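 also: strain carries kanamycin resistance gene driven by streptokinase promoter and grows in 40 µg/ml kanamycin; loss of luminescence reflects streptokinase promoter inhibition or plain growth inhibition; 0% = median of DMSO wells and 100% = positive control at its reference dose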
# MrgX1 ag – human MrgX1 receptor agonism, primary screen; hit rate 0.44% among 310,000; MrgX1-HEK293 cells, Fluo-4 calcium fluorescence, agonist mode; hits give high values; Q96LB2; B-score at 10 µM;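 active = calcium response B-score plate-corrected fluorescence ratio at least 3 library SD, with starting fluorescence B-score inside 5 SD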
#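 Material: HEK293 cells stably expressing human MrgX1 receptor | Quantity: 15,000 cells per well | Times: Cells plated overnight, dye loaded 0.5 h 37 °C, 0.5 h room temperature | Measured by: Kinetic Fluo-4 NW fluorescence of intracellular calcium | Control set: Positive and negative controls per plate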
# TRPC6 inh – mouse TRPC6 channel inhibition | HEK293-TRPC6, membrane potential dye, ACh-evoked depolarization; hits give low values | B-score at 10 µM | hit rate 1.1% among 310,000;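 active = B-score under library mean minus 3 SD, initial fluorescence not abnormally high, positive integrated signal ratio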;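 also: B-score derived from integrated fluorescence ratio over the kinetic read; more negative B-score means stronger inhibition of depolarization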
# Starred values were filed as active, the others as inactive; i = inactive; · = not tested or not shown.
SMILES,RGS4 inh,MrgX1 PAM,Platelet DG rel,MrgX1 antag,TRPC6 act,HIF activator,TRPC4 inh,RGS4 act,SKKanGAS inh,MrgX1 ag,TRPC6 inh
COC(=O)[C@@H]1C[C@@]2(O)[C@H](O)[C@H](O)[C@H](O)C[C@H]2N1Cc1cc(OC)cc(OC)c1,i,i,0.0,i,i,0.1,i,i,2.2,i,i
O=C(CN(C(=O)Cn1nnc(-c2cccs2)n1)c1ccc2c(c1)OCCO2)NCC1CCCO1 (stereo not drawn),i,i,-2.7,i,i,0.5,i,i,-7.1,i,i
CCc1[nH]nc(C(=O)N2CCCC(N3CCN(c4ccccc4C)CC3)C2)c1C (stereo not drawn),i,i,-4.6,i,i,0.1,i,i,-21.6,i,i
COc1ccc(C(=O)N2CCN(c3nc4cc(C)ccc4cc3C#N)CC2)c(OC)c1,i,i,-0.3,i,i,-0.8,i,i,17.7,i,i
O=C(CNC(=O)C1CCCCC1)Nc1ccc(F)c(Cl)c1,i,i,0.0,i,i,-0.3,i,i,2.8,i,i
COCC(=O)N(C)c1nnc(-c2ccc([N+](=O)[O-])cc2)s1,i,i,-4.7,i,i,0.3,i,i,0.0,i,i
Cc1ccc(CNC(=O)c2ccc(N3CCc4ccccc43)c([N+](=O)[O-])c2)cc1,i,i,-6.7,i,i,-0.6,i,i,13.6,i,i
Cc1c(Cl)cccc1NC(=O)C1CCN(c2cnccn2)CC1,i,i,-5.1,i,i,0.7,i,i,-6.8,i,i
O=S(=O)(c1ccc(Cl)cc1)N1CCCCCC1,i,i,8.4,i,i,-0.3,i,i,32.4,i,i
O=C(NCCNC(=O)c1ccc(Cl)cc1Cl)c1cnccn1,i,i,-2.4,i,i,-0.2,i,i,1.4,i,i
CC(C)C(NC(=O)c1ccc2c(c1)OCCO2)c1nc2ccccc2[nH]1 (stereo not drawn),i,i,6.1,i,i,0.2,i,i,0.2,i,i
CC(=O)c1sc(NCc2ccccc2)nc1C,i,i,-5.3,i,i,-21.8,i,i,-10.5,i,i
CNC(=O)NC(=O)CSc1ccc(NC(C)=O)cc1,i,i,2.8,i,i,-0.3,i,i,-0.1,i,i
Cc1cnc(C(=O)OCC(=O)N2c3ccccc3NC(=O)C2(C)C)cn1,i,i,5.7,i,i,-0.5,i,i,-4.5,i,i
CC(=O)c1ccc(N2CCN(CC3CCCCC3)CC2)cc1,i,i,0.3,i,i,-2.0,i,i,10.3,i,i
O=C(Nc1nnc(S(=O)(=O)N2CCCCCC2)s1)c1ccc(Cl)cc1,i,i,0.0,i,i,0.2,i,i,28.5,i,i
CCOC(=O)c1c(NCCN(C)C)c2ccccc2[nH]c1=O,i,i,2.9,i,i,-0.3,i,i,-7.9,i,i
CC(C)[C@H](NC(=O)N1c2ccccc2NC(=O)[C@@H]1C(C)C)C(=O)N1CCC[C@H]1C(=O)O,i,i,10.7,i,i,0.7,i,i,-2.3,i,i
CCCCOC(=O)Nc1nnc(Cc2ccc(Cl)cc2)s1,i,i,-0.8,i,i,1.7,i,i,12.4,i,i
Cc1cc2nc(CS)[nH]c2cc1C,5.92*,i,10.0,i,i,1.0,i,i,13.1,i,i
COc1ccc2nc(SCC(=O)Nc3ccc4c(c3)OCCO4)[nH]c2c1,i,i,21.1,i,i,-0.4,i,i,-3.4,i,i
CCn1c(C)cc(/C=C2/SC(=O)N(CC(=O)N3CCCC3)C2=O)c1C,i,i,-0.5,i,i,0.0,i,i,0.6,i,i
CCOC(=O)c1ccc(NC(=O)C(CC)(CC)C(=O)OCC)cc1,i,i,-2.6,i,i,1.6,i,i,11.5,i,i
O=C(Oc1ccc(/C=N/NC(=O)c2ccccn2)cc1)c1ccc(Br)cc1,i,i,2.7,i,i,0.9,i,i,2.5,i,i
NC(=O)C[C@H]1NC(=O)[C@H](CCC(=O)O)NC(=O)c2cc([N+](=O)[O-])cc(I)c2NCCC[C@@H](C(N)=O)NC1=O,i,i,-0.5,i,i,-3.5,i,i,-3.3,i,i
Cc1ccc(NC(=S)NC(=O)c2cncc(Br)c2)c(C)c1,i,i,-5.2,i,i,0.0,i,i,-4.0,i,i
S=c1[nH]nc(Cn2c(-c3ccccn3)nc3ccccc32)n1-c1ccc2c(c1)OCCO2,i,i,-1.6,i,i,1.5,i,i,1.3,i,i
CCOc1ccc(NC(=S)Nc2ccc(OCC)cc2)cc1,i,i,3.7,i,i,0.1,i,i,3.0,i,i
COc1ccc(S(=O)(=O)N2CCC(C(=O)N3CCc4ccccc4C3)CC2)cc1,i,i,-4.4,i,i,0.0,i,i,-1.6,i,i
CCN(CC)CCn1c(NC(=O)c2ccc(C)cc2)nc2ccccc21,i,i,1.8,i,i,3.6,i,i,0.5,i,i
COc1cccc(NC(=O)c2cc(CN3C(=O)c4ccccc4C3=O)ccc2OC)c1,i,i,11.1,i,i,0.8,i,i,13.3,i,i
CCOc1ccc(NC(=O)NCc2ccc3c(c2)OCO3)cc1,i,i,-4.9,i,i,-0.1,i,i,2.5,i,i
COc1cc(OC)c(NC(=O)C2CCCN2C(=O)OCc2ccccc2)cc1Cl (stereo not drawn),i,i,8.9,i,i,-0.4,i,i,-9.6,i,i
CC(C)N(Cc1cn(C)nc1-c1cccc(Cl)c1)Cc1nccn1C,i,i,1.1,i,i,-0.2,i,i,3.3,i,i
Cc1cc(C(=O)O)ccc1N=Cc1c(O)ccc2ccccc12,i,i,7.5,i,i,0.6,i,i,-0.2,i,i
C#CCNC(=O)C1=C[C@@H](c2ccc(C#C)cc2)C[C@@H](OCCCCO)O1,i,i,9.5,i,i,1.9,i,i,2.5,i,i
CC(=O)c1ccc(NC(=O)c2cc3nc4c(c(C(F)(F)F)n3n2)CCCC4)cc1,i,·,-0.6,·,i,2.4,i,i,8.9,·,i
COc1ccc(OC)c(-c2nnc(SCC(=O)N3CCOCC3)o2)c1,i,i,-1.2,i,i,0.1,i,i,-0.7,i,i
Cc1ccc(NCc2nnc(SCC(=O)Nc3cccc(O)c3)n2CC2CCCO2)c(C)c1 (stereo not drawn),i,i,5.3,i,i,0.4,i,i,-9.6,i,i
CCCn1c(SCC(=O)NC2CCCCC2)nnc1-c1ccncc1,i,i,-1.2,i,i,0.0,i,i,5.0,i,i
CN(C)c1ccc(/C=N/NC(N)=S)cc1[N+](=O)[O-],i,i,5.3,i,i,-0.1,i,i,-1.9,i,i
COC(=O)c1[nH]c2ccccc2c1NC(=O)C(C)N1CCOCC1 (stereo not drawn),i,i,4.7,i,i,-0.1,i,i,-2.6,i,i
O=C(Nc1cccc(Cl)c1)c1ccc2c(=O)n3c(nc2c1)CCCCC3,i,·,6.0,·,i,3.3,i,i,4.6,·,i
COc1ccc(C(=O)Nc2cc3c(cc2OC)CCCC3)cc1Br,i,i,6.1,i,i,-1.6,i,i,-11.5,i,i
Cc1ccc(S(=O)(=O)NN2C(=O)/C(=C/c3cccs3)SC2=S)cc1,i,i,-5.9,i,i,-0.2,i,i,1.8,i,i
CC(C(=O)Nc1ccc(OCc2ccccc2)cc1)N1CCCC1 (stereo not drawn),i,i,-6.0,i,i,1.5,i,i,3.1,i,i
Cc1ccc(SCCC(=O)N2CCCC2)cc1,i,i,1.3,i,i,1.4,i,i,7.7,i,i
CCOC(=O)c1cc2c(=O)n3ccccc3nc2n(C(C)C)c1=NC(=O)c1ccncc1,i,i,9.0,i,i,0.2,i,i,1.4,i,i
O=S1(=O)CCOC[C@H](c2ccccc2)N1Cc1cccc(F)c1,i,i,-1.6,i,i,0.0,i,i,-2.1,i,i
CCOC(=O)N1CCC(N2Cc3cccc(C(=O)NCc4ccccc4OC)c3C2=O)CC1,i,i,7.5,i,i,0.8,i,i,-0.8,i,-7.35*
# (next part)
SMILES,RGS4 inh,MrgX1 PAM,Platelet DG rel,MrgX1 antag,TRPC6 act,HIF activator,TRPC4 inh,RGS4 act,SKKanGAS inh,MrgX1 ag,TRPC6 inh
O=C(C1=C[C@@H](c2ccccc2)C[C@@H](OCCCCO)O1)N1CCOCC1,i,i,3.4,i,i,-0.1,i,i,0.4,i,i
CCC(C)C(=O)Nc1cccc(SC)c1 (stereo not drawn),i,i,-8.1,i,i,0.1,i,i,5.5,i,i
O=C(Nc1ccc(S(=O)(=O)Nc2nccs2)cc1)c1nn(-c2ccc(F)cc2)ccc1=O,i,i,1.0,i,i,0.0,i,i,-2.0,i,i
O=C(COc1ccccc1)Nc1nc(-c2ccncc2)cs1,i,i,-9.9,i,i,-0.4,i,i,11.7,i,i
CCOC(=O)c1[nH]c2ccccc2c1NC(=O)CCN1CC(C)OC(C)C1 (stereo not drawn),i,i,2.3,i,i,-0.5,i,i,3.0,i,i
COCc1[nH][nH]c(=O)c1/C=N/N1CCOCC1,i,i,3.0,i,i,-0.4,i,i,2.5,i,i
CCC(C)[C@H](NC(=O)N1CC(=O)Nc2ccccc21)C(=O)N[C@H](Cc1ccccc1)C(=O)O (stereo partly drawn),i,i,0.6,i,i,-0.1,i,i,-3.5,i,i
CCOC(=O)c1sc2nc3c(cc2c1N)COC(C(C)C)C3 (stereo not drawn),i,i,2.0,i,i,-2.7,i,i,4.7,i,i
CCOC(=O)c1cc2c(=O)n3ccccc3nc2n(CCCOC)c1=NC(=O)c1cccnc1,i,i,8.8,i,i,0.1,i,i,-2.1,i,i
CCOc1ccc(NC(=O)C2CCCN2C(=O)NC2CCCCC2)cc1 (stereo not drawn),i,i,1.5,i,i,-0.3,i,i,19.5,i,i
COc1ccc(C[C@H]2CN3C(=NC[C@@H]3C(C)C)N2C[C@H](C)NC(=O)c2ccc(C)c(Br)c2)cc1,i,i,0.5,i,i,-1.0,i,i,0.8,i,i
Cc1cc(NCc2ccccc2)n2ncnc2n1,i,i,12.9,i,i,0.8,i,i,22.3,i,i
CCOc1ccc2nc(SCc3ccccc3C#N)sc2c1,i,i,-4.3,i,i,3.6,i,i,-10.7,i,i
O=C(N/N=C/c1ccsc1)c1ccccn1,i,i,8.2,i,i,2.5,i,i,0.1,i,i
Cc1cc(SCC(=O)OCC(=O)N2CCCC2=O)c(C)cc1Br,i,i,29.6,i,i,0.4,i,i,-0.6,i,i
CC(=O)Nc1cccc(NC(=O)CSc2ncc(-c3ccccc3)[nH]2)c1,i,i,20.0,i,i,0.2,i,i,-45.4,i,i
CCCN1Cc2cccc(C(=O)N3CCN(c4ccccc4)CC3)c2C1=O,i,i,-1.8,i,i,-0.5,i,i,-5.8,i,i

# Source: PubChem (several laboratories)
